# mIAP inh: blocks mouse intestinal alkaline phosphatase. purified mouse IAP, CDP-Star luminescence, 30 min. inhibition, % at 10 µM. hit rate 0.2% among 330,000;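 active = inhibition of at least 40% at 10 µM in the primary screen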;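 note: plate controls were DMSO with enzyme for no effect and no enzyme wells for full effect; values of inactives mirror those of a sister screen read the other way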
# tim10-1 inh: inhibits growth of tim10-1 mutant yeast; S. cerevisiae tim10-1 ts strain growth, BacTiter-Glo, 24 h; inhibition, % at 20 µM; hit rate 2.2% among 330,000;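 active = inhibition of at least 40%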;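 note: mutant grown at 25 °C; 0% = DMSO wells with yeast and 100% = wells holding no yeast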
# mIAP activ: increases mouse intestinal alkaline phosphatase activity; muIAP, CDP-Star luminescence, 30 min; active compounds read high; 1 = vehicle-only enzyme signal, 0 = enzyme-free wells; activation factor at 10 µM; hit rate 0.24% among 330,000;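 active = activation factor of at least 2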; note: the source names both 10 and 20 µM as test concentration; values of inactives mirror those of a sister screen read the other way
#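 System: Mouse IAP enzyme | Also added: CDP-Star substrate | Dosing: Compounds dispensed in DMSO | Schedule: 30 min enzyme-substrate-compound incubation at room temperature | Technique: Chemiluminescence readout | Control set: DMSO-only wells and no-enzyme negative control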
# TIM10 inh: inhibits growth of TIM10 yeast strain | S. cerevisiae TIM10 strain growth, BacTiter-Glo luminescence, 24 h | inhibition, % at 10 µM | hit rate 1.4% among 330,000 | AID 463195;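 active = inhibition of 40% or more at the single tested concentration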;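 note: wild-type TIM10 isogenic control strain grown at permissive 25 °C; 0% = DMSO yeast wells and 100% = minimal medium wells without yeast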
# beta cell repl: MIN6 beta-cell proliferation induction; MIN6 cells proliferation, ATPlite luminescence, 48 h; cells starved in 0.2% serum; 100% = growth in 10% serum; proliferation, % at 10 µM; hit rate 0.29% among 330,000; AID 2380;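 active = compounds whose signal lies at least 3.5 SD above the mean of all wells on their plate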;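 note: 0% = DMSO-treated cells in low-serum medium and 100% = 10% serum control; some compounds called inactive have numbers as strong as hits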
# A3G deaminase: blocks human APOBEC3G single-stranded DNA deamination | recombinant A3G, ssDNA deamination FAM/TAMRA fluorescence | Q9HC16 | inhibition, % at 20 µM | hit rate 0.28% among 330,000 | AID 493012;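 active = inhibition of at least 40% at 20 µM, with no more than 30% in the related APOBEC3A deaminase screen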;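 note: plate controls were DMSO wells with A3G for no effect and wells lacking A3G enzyme for full effect; some compounds called inactive have numbers as strong as hits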
# Target sequence (Q9HC16 whole entry, looked up): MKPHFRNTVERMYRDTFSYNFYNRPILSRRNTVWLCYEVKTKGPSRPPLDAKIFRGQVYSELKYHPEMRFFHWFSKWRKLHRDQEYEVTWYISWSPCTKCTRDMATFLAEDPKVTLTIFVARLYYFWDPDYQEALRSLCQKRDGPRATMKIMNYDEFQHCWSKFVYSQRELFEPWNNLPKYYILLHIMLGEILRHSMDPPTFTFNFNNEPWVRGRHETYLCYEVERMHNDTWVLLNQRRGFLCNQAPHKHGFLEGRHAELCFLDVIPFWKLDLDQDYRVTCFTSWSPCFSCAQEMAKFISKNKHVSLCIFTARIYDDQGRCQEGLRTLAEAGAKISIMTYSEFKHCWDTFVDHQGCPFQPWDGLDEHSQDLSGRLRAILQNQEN
# NALP3 yeast inh: inhibitors of NALP3 inflammasome in yeast | hit rate 0.39% among 330,000 | Yeast reconstituted NLRP3/ASC/caspase-1, beta-gal luminescence, 24 h | inhibition, % at 10 µM;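 active = inhibition of 50% or more; inactive = inhibition below 50%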;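 note: plate controls were induced DMSO wells for no effect and uninduced yeast grown without galactose for full effect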
# A3A deaminase: blocks human APOBEC3A ssDNA deamination. hit rate 0.41% among 330,000. inhibition, % at 20 µM. recombinant A3A, FAM/TAMRA ssDNA deamination fluorescence. AID 493011;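 active = at least 40% inhibition at 20 µM here, with at most 30% in a related deaminase screen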;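 note: plate controls were A3A with DMSO for no effect and wells lacking A3A enzyme for full effect; some results filed as inactive read as strong as hits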
# Target sequence (P31941 whole entry, looked up): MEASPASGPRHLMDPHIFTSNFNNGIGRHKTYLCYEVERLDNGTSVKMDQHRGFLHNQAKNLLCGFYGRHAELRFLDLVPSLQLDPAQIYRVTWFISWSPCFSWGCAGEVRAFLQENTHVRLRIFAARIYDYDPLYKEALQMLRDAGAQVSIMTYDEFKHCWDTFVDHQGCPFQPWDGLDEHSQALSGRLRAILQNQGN
# hIAP block: blocks human intestinal alkaline phosphatase | inhibition, % at 10 µM | hit rate 0.12% among 330,000 | purified IAP, CDP-Star luminescence, 30 min;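 active = inhibition reaching a set limit with compound at 10 µM in the primary screen, cut at about 35% in these data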;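 note: plate controls were DMSO wells with enzyme for no effect and no-enzyme buffer wells for full effect; values of inactives mirror those of a sister screen read the other way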
# * hit, by the source's call; & = joins results of further samples. Some of the compounds tested; count on the stated rates, not on these rows.
SMILES,mIAP inh,tim10-1 inh,mIAP activ,TIM10 inh,beta cell repl,A3G deaminase,NALP3 yeast inh,A3A deaminase,hIAP block
Cc1ccc2c(c1)C1CN(C)CCC1N2C(=O)c1cccnc1Cl (stereo not drawn),2,9,0.98,3,-2,-8,-25,-1,5
COC(=O)C1=C(c2ccc(-c3ccccc3)c(F)c2)C[C@@H]2CC[C@H]1N2C(=O)NCc1ccc(F)cc1,-5,11,1.1,-2,-7,-12,9,-1,2
O=C(O)C(Cc1cnc[nH]1)NS(=O)(=O)c1ccc(Br)cc1 (stereo not drawn),4,12,0.96,1,0,-9,19,0,-48
N#Cc1ccc(NC(=O)CN2C(=O)NC3(CCCCCCC3)C2=O)cc1Cl,-3,-4,1,3,-5,0,7,4,-2
CC(=O)N1CCN(Cc2ccc(Cl)nc2)CC1,-4,22,1,-13,-4,3,2,-5,-9
CC1CC2(O)c3nonc3CCC2N1O (stereo not drawn),1,1,0.99,-26,1,-7,12,-3,13
COc1ccc(-n2c(=O)[nH]c3ccccc3c2=O)c(OC)c1,-1,-13,1,-15,-4,-6,15,-5,-24
CC1CN=C(NCc2ccccc2)S1 (stereo not drawn),-4,5,1,-9,-3,-5,9,13,-29
CN1CC[C@]23c4c5ccc(OC6OC(C(=O)O)[C@@H](O)C(O)[C@H]6O)c4OC2C(O)C=CC3[C@H]1C5 (stereo partly drawn),3,-6,0.97,-2,1,-1,-5,-1,4
NCCc1c[nH]c2ccc(O)cc12,4,-15,0.96,-2,3,-7,27,-6,0
CC(C)N1C(=O)CC2(CC[N+](C)(CCOC(=O)C(O)(c3ccccc3)c3ccccc3)CC2)C1=O (stereo not drawn),0,-10,1,4,0,18,29,40,-17
C#CCN(C)C(C)Cc1ccccc1 (stereo not drawn),-3,23,1,13,-3,1,12,4,-11
O=[N+]([O-])c1ccc(NCCCN2CCOCC2)nc1,-4,-8,1,6,-3,-2,-1,-6,12
CCCC(C)C1(CC)C(=O)NC(=Nc2ccc(OC)cc2)NC1=O (stereo not drawn),-2,26,1,20,-2,-14,7,-6,1
COC(=O)C1=CCCN(C)C1,4,12,0.95,3,-5,2,-1,4,-2
CCCCn1c(O)c(C=NC2CCCCC2N)c(=O)[nH]c1=O (stereo not drawn),9,5,0.91,5,-2,-3,25,-3,-35
Cc1ccc(CC(=O)N2CCN(Cc3ccccc3)CC2)cc1,0,25,1,22,-2,-6,2,-4,-10
CCC(=NCc1cc(OC)cc(OC)c1)c1c(O)n(C2CCCCC2)c(=O)[nH]c1=O,10,21,0.9,31,-5,-6,24,-3,14
CC(C)Oc1cccc(C(=O)C2CCCN(Cc3ccon3)C2)c1 (stereo not drawn),-5,21,1.1,-11,-3,-2,2,-1,-4
COc1ccc2c(c1)c(C(=O)CN1CCN(C)CC1)c(C)n2Cc1ccccc1,-13,2,1.1,2,-2,-6,14,22,-7
Cc1ccc(C(=O)n2cc(CCN3CCS(=O)(=O)CC3)c3ccccc32)cc1,4,27,0.96,27,4,-1,17,1,7
Cc1ccc2c(c1)C1CN(C)CCC1N2C(=O)c1ccco1 (stereo not drawn),3,-4,0.97,1,-2,-2,15,2,-3
O=C(NC(=S)N1C[C@H]2C[C@H](C1)c1cccc(=O)n1C2)c1ccc(Cl)cc1Cl,10,-2,0.9,-2,0,-4,-9,-3,14
c1nc2nc3c(c(N4CCNCC4)n2n1)CCCC3,-12,3,1.1,2,-4,-1,-6,-1,-10

# A stretch from further up:
SMILES,mIAP inh,tim10-1 inh,mIAP activ,TIM10 inh,beta cell repl,A3G deaminase,NALP3 yeast inh,A3A deaminase,hIAP block
CN1CC[C@]23c4c5ccc(OC6OC(C(=O)O)[C@@H](O)C(O)[C@H]6O)c4OC2C(O)C=CC3[C@H]1C5 (stereo partly drawn),3,-6,0.97,-2,1,-1,-5,-1,4
NCCc1c[nH]c2ccc(O)cc12,4,-15,0.96,-2,3,-7,27,-6,0
CC(C)N1C(=O)CC2(CC[N+](C)(CCOC(=O)C(O)(c3ccccc3)c3ccccc3)CC2)C1=O (stereo not drawn),0,-10,1,4,0,18,29,40,-17
C#CCN(C)C(C)Cc1ccccc1 (stereo not drawn),-3,23,1,13,-3,1,12,4,-11
O=[N+]([O-])c1ccc(NCCCN2CCOCC2)nc1,-4,-8,1,6,-3,-2,-1,-6,12
CCCC(C)C1(CC)C(=O)NC(=Nc2ccc(OC)cc2)NC1=O (stereo not drawn),-2,26,1,20,-2,-14,7,-6,1
COC(=O)C1=CCCN(C)C1,4,12,0.95,3,-5,2,-1,4,-2
CCCCn1c(O)c(C=NC2CCCCC2N)c(=O)[nH]c1=O (stereo not drawn),9,5,0.91,5,-2,-3,25,-3,-35
Cc1ccc(CC(=O)N2CCN(Cc3ccccc3)CC2)cc1,0,25,1,22,-2,-6,2,-4,-10
CCC(=NCc1cc(OC)cc(OC)c1)c1c(O)n(C2CCCCC2)c(=O)[nH]c1=O,10,21,0.9,31,-5,-6,24,-3,14
CC(C)Oc1cccc(C(=O)C2CCCN(Cc3ccon3)C2)c1 (stereo not drawn),-5,21,1.1,-11,-3,-2,2,-1,-4
COc1ccc2c(c1)c(C(=O)CN1CCN(C)CC1)c(C)n2Cc1ccccc1,-13,2,1.1,2,-2,-6,14,22,-7
Cc1ccc(C(=O)n2cc(CCN3CCS(=O)(=O)CC3)c3ccccc32)cc1,4,27,0.96,27,4,-1,17,1,7
Cc1ccc2c(c1)C1CN(C)CCC1N2C(=O)c1ccco1 (stereo not drawn),3,-4,0.97,1,-2,-2,15,2,-3
O=C(NC(=S)N1C[C@H]2C[C@H](C1)c1cccc(=O)n1C2)c1ccc(Cl)cc1Cl,10,-2,0.9,-2,0,-4,-9,-3,14
c1nc2nc3c(c(N4CCNCC4)n2n1)CCCC3,-12,3,1.1,2,-4,-1,-6,-1,-10

# Continued.
SMILES,mIAP inh,tim10-1 inh,mIAP activ,TIM10 inh,beta cell repl,A3G deaminase,NALP3 yeast inh,A3A deaminase,hIAP block
CN1CC(C(=O)c2ccc(F)cc2)C(c2c(F)cccc2Cl)C1 (stereo not drawn),7,1,0.93,-2,-1,6,-6,5,-2
CNC(=O)OCc1n(C)cc[n+]1C,-4,4,1,-8,0,-4,-3,40*,-17
COc1ccccc1N1CCN(CCc2ccccc2)CC1,-5,-12,1,-8,0,-4,14,-3,-14
Cc1nc2ccccc2c(=O)n1-c1ccc(Cl)c(Cl)c1,-3,18,1,-2,-3,-9,26,-5,-4
CN(C)C(=O)Oc1cc(OC(=O)N(C)C)cc(C(O)CNC(C)(C)C)c1 (stereo not drawn),5,-14,1,2,-3,-6&-5,15,-3&-3,6
Cc1cccnc1-n1c(-c2ccccc2)nc2ccccc2c1=O,7,14,0.93,5,-1,-2,-1,0,-4
CCN1CCN(c2ccc([N+](=O)[O-])cc2C(=O)OC)CC1,-5,8,1.1,-9,-4,-3,17,0,7
CN1C(=O)N(C)C(=O)C2(Cc3cc(NC(=O)c4ccccc4Cl)ccc3N3CCCC32)C1=O (stereo not drawn),-2,13,1,11,1,-2,14,-3,-10
CN(C)C(=O)NC(O)C(Cl)(Cl)Cl (stereo not drawn),7,18,0.93,13,-4,-6,0,-3,-14
COC(=O)C1=C(c2ccc3ccccc3c2)C[C@@H]2CC[C@H]1N2C(=O)NCc1ccc(C(F)(F)F)cc1,-10,20,1.1,3,-7,-10,21,0,2
CN1CCN(c2ccc([N+](=O)[O-])c(SCCO)c2)CC1,-5,-4,1.1,-10,-3,-8,6,6,6
COc1ccc(CCNCc2sccc2C)cc1OC,-12,9,1.1,-9,1,0,2,-4,-14
O=C(c1ccc(F)cc1)N1CCC2(CC1)OCCO2,6,-16,0.94,6,-1,5,14,-4,-22
CN1C(=O)N(C)C(=O)C2(Cc3ccccc3N3CCCC32)C1=O (stereo not drawn),-17,0,1.2,-6,-3,-8,-1,-7,-3
Cc1[nH]c2ccccc2c1CCN,-8,9,1.1,-8,-3,-5,1,-3,-9
Cc1cccc(-n2c(O)c(C=Nc3ccc(S(N)(=O)=O)cc3)c(=O)[nH]c2=O)c1,-4,10,1,-5,-3,-4,4,-1,-14
CN(C(=O)Oc1ccc([N+](=O)[O-])cc1)c1ccccc1,-2,2,1,3,-1,-3,12,1,-20
COC(=O)C1=C(c2ccc3ccccc3c2)C[C@@H]2CC[C@H]1N2C(=O)NC1CC1,-6,-7,1.1,2,0,3,-1,4,-9
CC(=O)Nc1ccc(S(=O)(=O)NC(CC(=O)N2CCC3(CC2)OCCO3)C(C)C)cc1 (stereo not drawn),-7,21,1.1,8,-1,12,-3,0,-18
COc1cc(CN=C(C)c2c(O)n(C3CCCCC3)c(=O)[nH]c2=O)cc(OC)c1,2,21,0.98,26,3,-4,19,-2,10
OCCNc1c2c(nc3ccccc13)CCCC2,3,3,0.97,-14,5,1,9,2,8
CCCCOc1ccc(CN2CCN(CC)CC2)cc1,-5,6,1.1,-12,-2,1,8,3,-13
O=[N+]([O-])c1ccc(CNCCc2ccccc2)cc1,-8,9,1.1,-8,2,-6,11,-6,2
Cc1cccc(Cn2cc(C=O)c3ccccc32)c1,1,11,0.99,-20,-1,0,49,2,-2
C=CCn1c(O)c(C(C)=NCCc2ccccc2)c(=O)[nH]c1=O,5,20,0.95,-19,1,-10,-9,-1,-35
CCCC[n+]1cc(/N=C(\[O-])OC)on1,2,13,0.98,7,2,-4,-1,-5,-6
CN1CCC(OC(=O)c2cccc(F)c2)CC1,7,9,0.93,-10,6,-3,9,1,6
O=[N+]([O-])c1ccc(N2CCNCC2)cc1N1CCCCCC1,6,-13,0.94,-5,-4,-2,9,1,17
O=C(O)COc1ccc(Cl)cc1Cl,6,10,0.94,-12,1,-2,8,0,6
C/C(=N\NP(=S)(c1ccccc1)c1ccccc1)c1ccc(O)cc1O,9,3,0.91,-6,-4,-4,-12,-2,-6
COc1cc(Br)cc(CN2CCN(C)CC2)c1O,10,-1,0.9,2,1,-5,-1,-3,2
CCC(=NCCN1CCOCC1)c1c(O)n(-c2ccccc2C)c(=O)[nH]c1=O,2,11,0.98,2,0,-6,14,1,-8
C=C1[C@@H](C)[C@H]2[C@H](Cc3ccccc3)NC(=O)[C@]23OC(=O)/C=C/[C@H](O)CCC[C@@H](C)C/C=C/[C@H]3[C@@H]1O,-2,3,1,18,-5,1,10,2,-17
CC(=O)OC[C@]12CCC(C)=C[C@H]1O[C@@H]1[C@H](O)[C@@H](OC(C)=O)[C@@]2(C)[C@]12CO2,10,54*,0.9,26,-6,-8,19,-4,6
C=CCn1c(O)c(/C=C/C=Nc2ccccc2)c(=O)[nH]c1=O,9,-4,0.91,4,0,6,20,3,-5
CC(C)n1cc(C(=O)N(CC(=O)NC(C)(C)C)Cc2ccccc2)cn1,-3,18,1,-25,-3,-1,9,-3,2
